Assay outcomes from PubChem.
GSK3B inh: human GSK3beta kinase inhibitors, primary screen, biochemical, cell-free homogeneous, HTS | Glycogen synthase kinase-3 beta (Homo sapiens), P49841 | GST-GSK3beta kinase, ADP-Glo luminescence, 60 min; hits give low values | activity score (negative = inhibition), % at 10 µM | hit rate 0.038% among 300,000;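 active means more than half of replicate wells score below -50%, meaning over 50% inhibition versus plate controls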;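 further: 0% = median DMSO wells and -100% = median GW8510 positive control wells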
Target sequence (P49841 whole entry, looked up): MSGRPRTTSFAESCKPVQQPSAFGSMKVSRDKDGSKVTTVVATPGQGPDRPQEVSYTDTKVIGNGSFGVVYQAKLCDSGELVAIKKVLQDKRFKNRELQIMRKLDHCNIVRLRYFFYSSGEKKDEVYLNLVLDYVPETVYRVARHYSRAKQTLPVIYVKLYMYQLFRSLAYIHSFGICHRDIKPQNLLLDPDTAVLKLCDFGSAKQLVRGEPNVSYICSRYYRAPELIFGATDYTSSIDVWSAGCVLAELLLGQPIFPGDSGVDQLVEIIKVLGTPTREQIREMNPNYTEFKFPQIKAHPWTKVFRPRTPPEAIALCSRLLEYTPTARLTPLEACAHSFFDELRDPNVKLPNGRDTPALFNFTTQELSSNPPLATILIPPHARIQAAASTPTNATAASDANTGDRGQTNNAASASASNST
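Test system: GST-fused GSK3beta enzyme, cell-free | Quantity: 1.6 ng GST-GSK3beta enzyme per well | Reagent: 25 µM ATP with peptide substrate | Schedule: 60 min enzyme reaction, room temperature | Signal: Luminescent ADP-Glo measurement of ADP formed | Read-out basis: Score relative to plate controls | Control set: DMSO and 20 µM GW8510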
GSK3 alpha inh: blockers of GSK3A enzyme activity – biochemical, luminescence, cell-free homogeneous, HTS, primary screen; GSK-3 alpha kinase, ADP-Glo luminescence, 60 min; Glycogen synthase kinase-3 alpha (Homo sapiens), P49840; inhibition, % at 10 µM; AID 2650, 2010; hit rate 0.1% among 320,000;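 in the data active means inhibition above about 50%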;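 further: GST-tagged GSK-3 alpha with peptide substrate and 25 µM ATP; 0% = DMSO neutral wells and 100% = GW8510 positive control wells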
Target sequence (P49840 whole entry, looked up): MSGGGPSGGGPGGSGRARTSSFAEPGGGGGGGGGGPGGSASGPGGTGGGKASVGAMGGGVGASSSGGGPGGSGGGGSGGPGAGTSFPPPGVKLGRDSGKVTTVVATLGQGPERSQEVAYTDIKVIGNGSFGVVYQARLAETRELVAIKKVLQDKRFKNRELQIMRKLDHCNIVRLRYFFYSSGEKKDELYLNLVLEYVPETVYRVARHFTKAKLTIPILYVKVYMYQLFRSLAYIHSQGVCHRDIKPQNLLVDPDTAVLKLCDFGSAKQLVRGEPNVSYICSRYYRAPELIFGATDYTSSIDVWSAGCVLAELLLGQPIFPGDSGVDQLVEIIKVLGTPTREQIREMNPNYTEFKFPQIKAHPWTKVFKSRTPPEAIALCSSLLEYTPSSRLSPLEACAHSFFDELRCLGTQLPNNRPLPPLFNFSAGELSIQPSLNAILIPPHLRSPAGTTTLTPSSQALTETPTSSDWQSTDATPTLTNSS
HSF1 inhib: HSF1 inhibitors in luciferase reporter cells, primary screen, cell-based, NIH3T3, luminescence; activity change, negative = inhibition, % at 7.5 µM (by protocol); NIH3T3-HGL HSE-luciferase, MG132-induced, luminescence 8 h; hits give low values; hit rate 0.77% among 300,000;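 active means more than half of replicate wells show activity change below -50%, luminescence cut by over half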;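 further: luciferase reports HSF-1 transcriptional activity via heat shock element; 0% = median of DMSO wells and -100% = zero luminescence signal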
aSyn UTR inh: MLPCN primary screen, SNCA 5' untranslated region. hit rate 0.82% among 300,000. AID 1813, 2009. alpha-synuclein 5'UTR reporter, inhibitor activity. inhibition, % (tested at 7.5 µM); in the data active means inhibition above about 60%;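 further: H4 neuroglioblastoma cells stably carrying SNCA 5'UTR luciferase fusion; 0% = DMSO wells and 100% = positive control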
KLF5 inhibitor: KLF5 expression inhibitors, primary screen, DLD-1 cells, luminescence; DLD-1 KLF5 promoter-luciferase reporter; inhibition, % at 5 µM; hit rate 0.23% among 290,000; AID 1700, 2009;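 active means inhibition above a per-plate limit of that plate's mean compound inhibition plus 3 SD, cut at about 60% in these data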;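 further: 0% = DMSO wells and 100% = LY294002 at 200 µM; higher means less KLF5 promoter-driven luciferase light; inactives centre near -14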
Dyrk1A ADPGlo: rat Dyrk1A kinase inhibitors, primary screen, biochemical, single point, plate reader | inhibition, % at 12.5 µM | AID 504441, 2011 | hit rate 0.43% among 310,000 | ADP-Glo luminescence, NFATc1 peptide | Dual specificity tyrosine-phosphorylation-regulated kinase 1A (Rattus norvegicus), Q63470; in the data active means inhibition above about 50%;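 further: plate controls were vehicle with enzyme for no effect and no enzyme for full effect; many of its hits are not listed in these tables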
IEC-6 cytotox: cytotoxicity in IEC-6 intestinal epithelial cells, primary screen, cytotoxicity control for KLF5 inhibitor project, cell-based, luminescence; IEC-6 cytotoxicity, luminescence viability; inhibition, % at 5 µM; hit rate 0.78% among 290,000; AID 1825, 2009; in the data active means inhibition above about 22%;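 further: 0% = plate median of test compound wells and 100% = cytotoxic reference compound wells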
HSP90 inh: HSP90 inhibitors, primary screen, cell lysate, luminescence. AID 1789, 2009. Heat shock protein HSP 90 (rabbit reticulocyte lysate; luciferase refolding). Rabbit reticulocyte lysate, luciferase refolding luminescence, 3 h. hit rate 0.91% among 290,000. inhibition, % at 5.6 µM;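 active means inhibition above the screen-wide mean plus 3 SD, computed separately per campaign, cut at about 16% in these data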;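 further: 0% = DMSO wells and 100% = 60 µM geldanamycin wells; inhibitors lower the luminescence because luciferase stays unfolded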
Platelet DG rel: inhibitors of platelet dense granule secretion, primary screen, cell-based, MLPCN, human platelets; human platelet-rich plasma, SFLLRN dense granule ATP release, luminescence; inhibition, %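 (compounds screened at 7.5 µM in platelet-rich plasma)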; hit rate 0.22% among 300,000; AID 1663, 2009;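 active means mean replicate score, as percent of positive control, at or above 50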
HSF1 activator: HSF-1 activators, primary screen, NIH3T3-HGL cells, MG132 stress, luminescence, single point | NIH3T3-HGL HSF-1 luciferase reporter, 8 h; 100% = twice DMSO control signal | activation, % at 9 µM | hit rate 1.7% among 300,000 | AID 504408, 2011;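 active means mean replicate activation of at least 50% with a set share of replicates each reaching 50%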;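 further: 0% = median of the neutral control wells and 100% = twice that signal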
* hit, by the source's call; nt = not tested or not shown. This is a subset; count on the stated rates, not on these rows.

SMILES	GSK3B inh	GSK3 alpha inh	HSF1 inhib	aSyn UTR inh	KLF5 inhibitor	Dyrk1A ADPGlo	IEC-6 cytotox	HSP90 inh	Platelet DG rel	HSF1 activator
CC1(C)C2CCC1(CS(=O)(=O)NC(CC(=O)O)c1cccc(Br)c1)C(=O)C2 (centres undefined)	1.7	-2.3	-10.7	-4.2	-8.7	-8.4	4.2	-2.2	5.2	-10.2
CCN(CC)C(=O)Cn1cc(S(=O)(=O)CC(=O)Nc2ccc(C(N)=O)cc2)c2ccccc21	-2.1	-2.7	1.7	9.2	-7.7	nt	-2.1	2.5	-14.0	10.6
COC(=O)C(Cc1ccccc1)NC(=O)CCc1c[nH]c2ccccc12 (centres undefined)	0.8	-1.1	-9.8	-18.8	-19.8	-0.7	-7.5	6.2	-0.9	16.5
O=C(Nc1cccc(F)c1)c1ccc(S(=O)(=O)N2CCCC2)cc1	2.6	-0.8	2.7	-15.0	-13.6	2.1	-1.2	1.1	9.1	13.8
COc1cc2c(cc1N/C=C(\C#N)c1nc(-c3ccccc3)cs1)oc1ccccc12	2.3	-3.0	0.4	-19.3	-11.1	-1.1	1.8	4.9	2.9	-0.1
Cc1ccccc1C(O)c1cccnc1 (centres undefined)	-1.9	0.7	-2.0	17.2	-29.7	0.2	-10.5	-2.1	-4.5	-8.1
O=C(Cc1ccccc1)Nc1nonc1NC(=O)c1ccccc1	3.4	-1.8	5.4	8.9	-6.3	6.0	3.9	3.7	12.3	-16.8
CSc1ccc(CN(C)C(=O)COc2ccc(C(=O)c3ccccc3)cc2)cc1	-2.3	-4.4	-4.6	1.7	-10.2	1.8	-4.1	3.9	2.4	-11.3
Cc1[nH]c2ccccc2c1C(=O)C(=O)N1CCN(C(=O)c2ccco2)CC1	-0.4	-8.3	-0.3	14.6	-23.0	nt	-5.6	-2.7	1.9	19.6
Nc1nc(CSc2nnnn2-c2ccc(F)c(Cl)c2)nc(N2CCOCC2)n1	2.0	0.2	5.3	16.0	-26.0	-2.2	-4.9	1.8	7.1	16.6
COc1cc2cnc(Cl)nc2cc1OC	1.1	0.7	-6.7	-28.3	11.1	1.8	6.5	-3.5	-1.3	10.7
CC1CCCC(NC(=O)CCCn2c(=S)[nH]c3ccccc3c2=O)C1C (centres undefined)	0.7	0.4	-4.7	16.7	-10.2	2.2	-3.9	-2.3	7.9	-13.1
CCN1CCCC1CNC(=O)c1ccc(CS(=O)(=O)c2ccccc2C)o1 (centres undefined)	-0.8	-3.1	-8.8	8.6	11.2	3.9	-1.3	3.3	0.3	-5.3
c1ccc(-c2cc(NCCN3CCCCC3)c3ccccc3n2)cc1	1.1	-0.4	1.6	-33.9	-19.8	3.5	6.3	0.8	3.6	28.7
CCOC(=O)c1c(NC(=O)C(C)NCc2ccco2)sc2c1CCC(C)C2 (centres undefined)	0.2	1.4	-0.5	-1.2	-13.6	-4.4	10.7	-4.6	nt	0.4
Cc1ccc(-c2cn3nc(C)c(C)nc3n2)cc1	-1.0	-2.3	-10.8	72.7*	-49.6	-7.5	0.4	1.4	14.9	11.0
CCOc1cc(/C=N/NC(=O)c2ccncc2)ccc1OC(=O)c1ccco1	-1.7	3.0	5.7	-6.4	-40.5	1.9	6.0	0.2	7.6	1.5
CCC(=O)NC(c1ccc(N(C)C)cc1)c1c(O)ccc2ccccc12 (centres undefined)	1.9	5.0	4.2	-21.5	-15.7	-5.0	-1.0	0.9	-8.1	-0.6
Cc1ccc(S(=O)(=O)CCC(O)c2ccc(Cl)cc2)cc1 (centres undefined)	3.5	0.3	-7.6	22.6	0.4	0.1	0.9	5.3	6.5	4.7
O=[N+]([O-])c1nn(-c2ccccc2)n(O)c1=NCCc1ccccc1	1.4	-3.0	16.6	-50.0	-31.0	2.4	4.5	-0.8	-3.7	23.3
CC(C)NC(=S)Nc1ccc2nc3n(c(=O)c2c1)CCCCC3	5.0	-2.0	5.7	-13.8	-11.0	-2.5	-3.0	4.2	0.1	5.9
CC(C)C1Oc2ccccc2N(CC(=O)NCCCN2C(C)CCCC2C)C1=O (centres undefined)	0.1	2.7	0.6	-1.1	-25.5	-3.5	-3.0	-1.4	-4.2	9.9
CN(C(=O)CSc1nc(N)cc(N)n1)C1CCS(=O)(=O)C1 (centres undefined)	4.3	0.3	-6.7	9.4	-20.8	-2.8	-0.6	-7.3	-7.9	-4.7
O=C(c1ccc(CS(=O)c2ccccc2Cl)o1)N1CCN(c2ccccc2)CC1 (centres undefined)	0.9	0.1	-9.9	110.1*	53.0	-1.8	80.0*	1.8	4.4	-9.3
Nc1[nH]n(-c2ccccc2)c(=O)c1N=Nc1ccc2c(c1)OCO2	-1.5	0.7	-2.8	-204.6	-58.5	-8.5	4.0	-1.7	-0.6	0.4
CC(=O)NS(=O)(=O)c1ccc(NC(=O)CC23CC4CC(CC(Br)(C4)C2)C3)cc1	1.0	-3.8	6.1	5.7	-8.9	3.5	6.9	0.1	5.0	13.6
Cc1c(Cl)cccc1Nc1nc(N)nc(CSC(=S)N2CCOCC2)n1	-0.5	0.0	11.4	-29.6	15.1	1.9	3.3	0.7	14.1	13.0
O=C(COn1nnc2ccccc21)NCC1CCCCC1	0.1	-1.2	19.6	-78.1	-28.5	-6.2	-7.4	2.9	-4.7	25.4
CCC(=O)Nc1ccc(C(=O)NNC(=O)c2ccc(C)cc2)cc1	0.8	-1.7	1.7	-1.5	-45.4	nt	-6.8	-1.4	-1.3	-0.4
Cc1nc(N2CCC(C)CC2)c2c(C)c(C(=O)Nc3ccccc3C(F)(F)F)sc2n1	1.7	0.0	12.2	-5.6	-10.6	2.1	-3.7	1.4	1.3	46.2
CN(Cc1ccccc1)C(=O)CN1C(=O)c2ccccc2S1(=O)=O	4.3	3.8	-2.9	4.3	-48.6	-4.9	-1.5	-1.7	-5.6	9.3
O=C(Nc1cc(Cl)ccc1Cl)c1noc2c1CCCC2	-0.6	-3.5	4.0	-67.3	nt	9.1	nt	nt	7.0	10.2
C/C(=N\NC(=O)c1ccccc1)c1cc2cc([N+](=O)[O-])ccc2oc1=O	nt	-2.8	nt	nt	-2.5	2.0	-2.8	-0.9	nt	nt
Cc1cc(NC(=O)CN2CCN(C)CC2)no1	1.2	-4.2	-2.1	-5.4	-21.0	-7.3	0.5	4.0	3.1	-9.6
Cc1cc(C)nc(SCc2ccc(C(=O)N/N=C/c3cccnc3)cc2)n1	0.0	0.9	1.6	26.8	-8.0	-0.9	6.0	7.5	3.7	8.3
O=C(Nc1ccc(S(=O)(=O)Nc2nccs2)cc1)c1cc(-c2ccncc2)nc2ccccc12	-1.4	-1.1	-9.0	-6.9	-5.8	7.5	-3.5	-3.1	1.6	-5.5
NS(=O)(=O)c1ccc2c(c1)C1C=CCC1C(C1CC=CCC1)N2 (centres undefined)	-3.7	11.9	2.5	5.2	-2.6	3.2	-3.1	0.7	-9.1	24.9
COc1ccc(CCNS(=O)(=O)c2ccc(-n3cnnn3)cc2)cc1OC	1.1	2.8	-8.1	7.6	-24.9	2.4	2.5	-2.7	5.8	-2.8
Cc1ccc2c(c1)N(CC(=O)N1CCCCC1c1cccnc1)C(=O)CO2 (centres undefined)	1.7	8.5	-10.3	17.5	-11.7	-0.7	-0.2	-0.5	8.2	1.1
Nc1cc(=O)n(Cc2ccccc2)c(=O)n1-c1ccc(Cl)cc1	-0.4	2.0	-7.3	0.9	-12.4	20.8	1.6	1.9	-27.4	4.8
CC(C)(C)C(=O)NC(n1cnc2c(N3CCOCC3)ncnc21)C(Cl)(Cl)Cl (centres undefined)	-1.9	0.7	-1.9	8.1	-2.5	-3.7	7.9	2.3	-1.3	3.3
CC(=O)Nc1cccc(C(=O)Nc2ccccc2N2CCOCC2)c1	-2.6	2.3	1.2	7.1	-24.3	0.0	-3.9	1.5	4.3	25.9
COC(=O)c1ccc(NC(=O)CC(=O)Nc2ccc(C(=O)OC)cc2)cc1	0.3	-0.3	-0.7	13.0	-23.6	-3.8	-5.8	-2.8	3.0	9.3
O=C(Cn1c(=O)oc2cc(S(=O)(=O)N3CCc4ccccc43)ccc21)NC1CCCC1	-2.0	-0.8	1.8	5.9	-6.6	-9.8	-3.9	-1.1	11.0	13.2
O=C(O)CN1C(=O)c2ccc(Oc3ccc([N+](=O)[O-])cc3)cc2C1=O	4.2	-0.8	-9.0	14.6	-26.4	nt	0.3	4.8	13.6	-5.5
Cc1cc2oc(C(=O)NCc3ccccc3)cc(=O)c2cc1C	0.6	-0.6	5.3	12.6	-15.7	10.1	21.9*	0.8	2.8	5.4
CCCn1c(SCC(=O)c2cc(C)n(-c3ccc4c(c3)OCO4)c2C)n[nH]c1=O	-1.5	nt	-3.2	-10.4	-12.6	0.1	6.2	-5.9	0.1	7.4
Cc1c(C(=O)N2CCc3ccccc32)oc2ccccc12	-3.9	-0.1	43.9	-126.1	-69.2	-3.2	0.0	1.5	15.2	42.3
Cc1nnc(N2CCC(C(=O)N3CCCCC3)CC2)c2nn(-c3ccc(Cl)cc3)c(C)c12	-2.7	2.0	1.9	27.2	-5.9	nt	6.9	-3.7	6.3	17.2
O=C1c2ccccc2S(=O)(=O)N1Cc1nc2ccccc2s1	2.2	6.6	-23.0	111.7*	-8.7	0.2	6.3	37.1*	-1.9	-25.5
NC(=O)COC(=O)c1ccc2c(c1)S(=O)(=O)N=C1CCCCCN12	0.4	0.6	-0.8	-12.4	-35.9	0.1	-7.7	0.8	3.6	5.9
Cn1c(N/N=C/c2cccs2)nc2c1c(=O)n(Cc1ccccc1)c(=O)n2C	0.7	-1.9	12.3	-4.4	-30.4	1.0	-0.9	-6.5	7.4	18.8
COc1ccc(NC(=S)N2CCc3cc(OC)c(OC)cc3C2)cc1	-8.7	0.9	12.5	-7.7	-19.6	1.9	6.4	4.5	-9.3	20.6
CCOC(=O)c1c(C)[nH]c(C)c1S(=O)(=O)N(C)CC(=O)Nc1ccccc1F	2.7	-1.6	5.5	25.1	-24.6	-1.2	4.8	-3.9	0.4	11.9
